Compound activity from PubChem.
MPTP inh = inhibitors of mitochondrial permeability transition pore | 1.4% of 360,000 active | isolated mouse mitochondria, Ca2+ swelling absorbance, 30 min | inhibition, % at 10 µM;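 active means inhibition of 50% or more, scaled per plate between neutral and stimulator controls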;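 further: 0% = DMSO wells given calcium and 100% = 1 mM EGTA wells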
A3A deaminase = human APOBEC3A DNA deaminase inhibition. 0.41% of 330,000 active. recombinant A3A, FAM/TAMRA ssDNA deamination fluorescence. P31941. inhibition, % at 20 µM;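 active means at least 40% inhibition at 20 µM here, with at most 30% in a related deaminase screen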;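 further: plate controls were A3A with DMSO for no effect and wells lacking A3A enzyme for full effect; some results filed as inactive read as strong as hits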
Target sequence (P31941 whole entry, looked up): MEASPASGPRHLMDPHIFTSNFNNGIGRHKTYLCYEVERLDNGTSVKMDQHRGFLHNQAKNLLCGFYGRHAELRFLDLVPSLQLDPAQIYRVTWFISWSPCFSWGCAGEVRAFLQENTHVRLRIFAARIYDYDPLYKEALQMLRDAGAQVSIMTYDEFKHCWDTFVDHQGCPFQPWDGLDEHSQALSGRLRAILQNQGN
EBI2 block = EBI2 (human) antagonism; AID 651636; EBI2 beta-arrestin recruitment, luminescence, 7a,25-OHC stimulated; 0.81% of 360,000 active; inhibition, % at 5 µM; in the data active means inhibition above about 38%;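 further: enzyme fragment complementation signal reports receptor beta-arrestin coupling in cells; 0% = agonist plus DMSO wells and 100% = wells without agonist; some results beyond the cut were filed as inactive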
APOBEC3G inh = APOBEC3G (human) deaminase inhibition; recombinant A3G, ssDNA deamination FAM/TAMRA fluorescence; inhibition, % at 20 µM; 0.28% of 330,000 active; AID 493012;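 active means inhibition of at least 40% at 20 µM, with no more than 30% in the related APOBEC3A deaminase screen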;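 further: plate controls were DMSO wells with A3G for no effect and wells lacking A3G enzyme for full effect; some compounds called inactive have numbers as strong as hits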
Target sequence (Q9HC16 whole entry, looked up): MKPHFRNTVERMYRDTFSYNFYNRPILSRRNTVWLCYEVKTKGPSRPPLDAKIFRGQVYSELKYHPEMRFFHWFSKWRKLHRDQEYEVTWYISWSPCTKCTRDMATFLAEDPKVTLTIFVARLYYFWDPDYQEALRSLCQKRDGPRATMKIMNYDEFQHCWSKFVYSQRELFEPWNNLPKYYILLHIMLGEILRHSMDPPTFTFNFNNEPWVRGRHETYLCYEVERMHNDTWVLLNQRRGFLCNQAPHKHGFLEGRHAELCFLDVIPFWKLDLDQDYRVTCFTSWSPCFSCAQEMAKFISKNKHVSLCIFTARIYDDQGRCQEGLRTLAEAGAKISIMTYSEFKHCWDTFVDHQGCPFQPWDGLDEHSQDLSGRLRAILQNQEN
CXCR6 inh = inhibitors of human CXCR6 receptor. CHO-K1 PathHunter CXCR6 beta-arrestin, luminescence. inhibition, % at 20 µM. 0.36% of 360,000 active. AID 602244; in the data active means inhibition above about 34%, passing the limit was not always enough;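 further: antagonist mode with CXCL16 agonist at 10 nM final; 0% = 10 nM CXCL16 with DMSO and 100% = unstimulated wells without agonist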
Target sequence (O00574 whole entry, looked up): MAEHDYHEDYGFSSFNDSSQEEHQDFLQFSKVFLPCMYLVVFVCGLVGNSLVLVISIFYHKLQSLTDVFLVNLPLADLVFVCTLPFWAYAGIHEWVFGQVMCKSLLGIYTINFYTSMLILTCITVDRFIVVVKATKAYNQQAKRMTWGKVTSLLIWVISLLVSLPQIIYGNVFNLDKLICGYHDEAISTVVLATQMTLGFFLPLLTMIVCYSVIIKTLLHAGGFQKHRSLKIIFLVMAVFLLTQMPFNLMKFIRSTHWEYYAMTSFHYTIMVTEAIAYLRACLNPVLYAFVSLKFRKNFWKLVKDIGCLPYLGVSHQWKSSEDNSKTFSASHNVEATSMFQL
Gli-Sufu block = antagonists of Gli-Sufu signaling | inhibition, % at 5 µM | AID 588413 | 0.74% of 340,000 active | Sufu-KO-LIGHT fibroblasts, Gli luciferase reporter luminescence;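 active means inhibition above about 55%, limit read from the data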;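 further: 0% = DMSO-treated cells and 100% = wells with medium but no cells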
CCR6 antagonist = CCR6 (human) receptor antagonism; AID 493098; P51684; inhibition, % at 20 µM; CHO-K1 CCR6 PathHunter beta-arrestin, luminescence, CCL20-stimulated; 0.49% of 340,000 active;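 active means compounds whose inhibition of the agonist-driven luminescence signal at 20 µM reaches about 50%, limit read from the data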;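 further: cells stimulated with CCL20 at 14 nM final; plate controls were DMSO with CCL20 for no effect and DMSO without agonist for full effect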
NR3A LBD binder = NR3A (human) ligand-binding domain modulation; 2.5% of 340,000 active; Tm shift relative to glycine control, % at 25 µM; AID 1259313; NR3A LBD differential scanning fluorimetry, Tm shift; 0% = protein alone, 100% = glycine-bound protein;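 active means melting temperature shift of at least 10% of the positive control shift, at one fixed dose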
* marks the source's active call; other numbers are inactive results; · = not tested or not shown. Random draw from the library, and some 5.8% of all compounds hit somewhere here.

Under each structure: MPTP inh, A3A deaminase, EBI2 block, APOBEC3G inh, CXCR6 inh, Gli-Sufu block, CCR6 antagonist, NR3A LBD binder
COCCNC(=O)c1snc2ccc(Cl)cc12
 : -0.9, -2, -7, -6, 2, -6, 5, -4
Cc1ccc(C(=O)NCCCNC(=O)c2ccc(C)nc2)cc1
 : -2.7, -3, 0, -6, 4, -13, 1, 1
O=C(NNC(=O)c1ccc(O)cc1O)c1ccc(-c2ccccc2)cc1
 : 1.1, 0, 12, -6, 2, 6, 12, 2
CC(C)(C)Cc1nnc(NS(=O)(=O)c2ccc(F)cc2)s1
 : -1.7, -3, -18, -4, -6, 2, -2, 3
Cc1ccc(CCCOC(=O)C[N+]2(C)CCCC2)cc1
 : -1.1, 30, -17, 16, 3, 20, -8, -1
COC(=O)c1ccc(/C=N/NC(=O)CNc2cccc(C)c2)cc1
 : -0.4, -2, 3, -4, -8, 2, 7, -13
O=[N+]([O-])c1ccc(Nc2c3ccccc3nc3ccccc23)cc1
 : 80*, 1, 13, -4, 21, 20, 38, 5
CC1CC(C)(C)NC(=S)N1CCC(=O)NCCc1ccc(Cl)cc1 (centres undefined)
 : 0.5, 2, -7, -4, -6, ·, 4, 0
O=S1(=O)OCCC(c2ccccc2)N1Cc1ccccc1 (centres undefined)
 : 0.1, -2, -6, -9, 5, -8, 14, 1
COc1ccc(C2/C=C\CN(C(=O)C3CCCCC3)CC(=O)N2Cc2ccc(F)cc2)cc1 (centres undefined)
 : 0.4, -1, 1, -7, -4, 24, 12, 0
O=C(CSc1ccc2nnc(-c3ccccn3)n2n1)Nc1nccs1
 : -0.7, -1, 0, -2, -2, 3, 2, 3
CCN(CC)S(=O)(=O)c1ccc(C(C)NC(=O)Cc2c[nH]c3ccccc23)cc1 (centres undefined)
 : -0.6, 4, 26, -7, 5, 16, 5, 2
CCN(CC)CCN1C(=O)C(O)=C(C(=O)c2cccs2)C1c1ccccn1 (centres undefined)
 : -1.3, 1, 3, -2, -8, -4, -8, 0
O=C1/C(=C\c2ccc(O)cc2)CCC1CNc1ccc(Cl)cc1 (centres undefined)
 : 3.9, ·, 20, ·, 0, 2, 25, 21*
CCN1C(=O)[C@@H]2[C@@H](c3ccc(-c4ccccc4)cc3)N3CCCC[C@@]3(C(=O)OC)[C@@H]2C1=O
 : 0.7, 0, 24, -2, 10, 0, 2, -3
CN(C)CCNC(=O)c1cccc2ccc(-c3ccc(-c4ccccc4)cc3)nc12
 : 0.0, ·, 3, ·, 11, 18, 24, -1
O=C(NCc1ccncc1)Nc1cccc([N+](=O)[O-])c1
 : 91*, 4, -3, 4, 4, 1, -12, -6
O=C1NC(=O)/C(=C\c2cn(CC(=O)N3CCOCC3)c3ccccc23)S1
 : -2.6, -2, -14, -9, -1, -5, 8, 0
O=C(CCn1c(=S)[nH]c2ccccc2c1=O)NCCc1ccccc1
 : -0.7, 0, -9, -10, -2, 26, 1, -1
COc1ccccc1Nc1nc(C)c(C(=O)Nc2ccccc2)s1
 : -2.3, 1, 12, 0, -3, -8, -1, 25*
CCOc1ccc(-c2n[nH]c(C(=O)NN)c2C)cc1
 : 0.3, 1, 0, 3, -15, -15, 7, -2
CN1CCN(C(=O)c2cc3c(n(-c4ccccc4)c2=O)CC(C)(C)CC3=O)CC1
 : 0.4, 1, -1, 2, 5, 0, 7, 0
OC(COc1ccc(Cl)c2ccccc12)CN1CCN(c2ccccn2)CC1 (centres undefined)
 : 1.3, 1, -6, -2, -16, 15, -10, -9
O=C(/C=C/c1ccco1)Nc1ccc2c(c1)OCO2
 : 4.2, 2, -6, 5, 3, -52, 16, -1
Cc1nn(CCC(=O)N2CCN(S(=O)(=O)c3ccccc3)CC2)c(C)c1C
 : -1.9, 1, -2, -9, 13, -18, -9, 2
CNc1ncnc(Sc2ccc(Cl)cc2)c1[N+](=O)[O-]
 : -0.7, 1, -4, -2, -12, 2, 6, 2
CC(C)CC(=O)C1CCCN(C(=O)c2ccc3oc(Cc4ccccc4)nc3c2)C1 (centres undefined)
 : 0.5, 0, 5, -5, 4, 11, 9, -2
COc1ccc(-c2nn(-c3ccccc3)cc2/C=N/NC(=O)c2cccc(S(=O)(=O)Nc3ccccc3Cl)c2)cc1
 : 4.9, -1, 16, -13, 10, -21, 17, 22*
Cc1n[nH]c(=S)n1/N=C/c1c(O)ccc2ccccc12
 : -2.4, -3, -15, 46*, -8, -2, -7, 4
Cc1cc(C)cc(NC(=O)CCC(=O)Nc2nnc(C(C)C)s2)c1
 : -1.2, -1, 4, -2, -2, -42, 18, 0
O=C(NCCCNC1CCCCC1)c1ccc(/C=N/O)nc1
 : -1.8, 0, -3, -2, -12, 6, 3, -1
Cc1onc(-c2c(F)cccc2Cl)c1C(=O)Nc1ccc(S(=O)(=O)N2CCOCC2)cc1
 : 1.9, -5, 0, -9, -13, 8, 1, 1
Cc1ccc(O)c(CCc2ccc(O)cc2)n1
 : -0.7, -2, -14, -7, -11, -9, 0, 0
COc1ccc(CC(=O)NNC(=O)c2ccc(NC(C)=O)cc2)cc1
 : 1.5, 3, -10, 0, 0, 0, 5, -3
O=C(Nc1cccn2ncnc12)c1ccccc1
 : 1.1, -5, -8, -3, -3, -5, 1, -2
COc1ccc(NC(=O)CCS(=O)(=O)c2ccc3c(c2)oc(=O)n3C)cc1OC
 : -0.7, -4, 3, -6, -13, -1, -5, -2
CCOc1ccc(C(=O)OCc2nnc(-c3cccs3)o2)cc1OC
 : 1.9, -3, 0, -6, 2, -5, 14, 4
C#Cc1ccc([C@H]2C=C(C(=O)NCc3ccccc3)O[C@@H](OCC)[C@@H]2CCCO)cc1
 : -0.9, -1, -1, -10, -1, 39, 15, -3
O=c1[nH]cnc2nc3n(c12)CCCCC3
 : -5.3, -4, -4, -5, -1, -4, -14, -7
CCCN(C(=O)c1cc(S(=O)(=O)N(C)c2ccc(OCC)cc2)ccc1C)C1CCS(=O)(=O)C1 (centres undefined)
 : 0.0, 5, 16, -4, 1, 2, 8, 0
O=C(CNC(=O)OCc1ccccc1)NC1CCCCCC1
 : -0.3, 0, -11, -3, -2, -7, 5, -2
CC(C)c1cccc(-c2ccc3c(c2)S(=O)(=O)c2cccc(C(=O)NCc4ccccc4)c2C3=O)c1
 : 1.6, -1, -2, -7, -8, -13, -4, -2
C#CCNc1nc(C)nc2c1nnn2Cc1ccccc1F
 : -0.4, -4, -7, -7, -3, 2, -2, -1
COCCCNC(=O)c1cccn2c(=O)c3cc4ccccc4cc3nc12
 : -2.3, -3, 21, -6, 10, 41, 16, 2
Cc1ccccc1-c1nc(-c2cccnc2)no1
 : 1.6, -4, -11, -6, 1, -90, 4, 0
O=C1C2CCC(C(O)C2)N1Cc1ccccc1 (centres undefined)
 : 0.1, -2, 0, -6, -9, 4, 4, -4
CC=CC1OCC(CC)C(CCC)O1 (centres undefined)
 : -0.4, ·, -18, ·, 4, 2, 4, 2
C=CC1=C2C=C(C3CC3)N(CCCN(CC)CC)C=C2C(=O)C(C)(OC(=O)c2ccco2)C1=O (centres undefined)
 : 0.2, 2, -13, 4, -11, -9, -17, -3
Cn1c(SCC(=O)Nc2ccc(N3CCOCC3)cc2)nnc1-c1ccco1
 : 2.0, -1, -12, -7, -14, -5, 5, 4
Cc1c(Br)c(C(F)(F)F)nn1CC(=O)NCCCn1ccnc1
 : 1.7, 5, -4, -2, -6, 2, 8, 0
COc1ccc(C(=O)NCc2csc(-c3cccs3)n2)cc1
 : -1.4, 1, -18, 0, -2, 1, -10, 0
O=C(Nc1ccccc1-c1ccccc1)C(c1ccccc1)c1ccccc1
 : 1.7, 3, 14, -4, 3, 1, 28, -6
COc1cccc(NC(=O)N2CCCC(C(=O)NCc3ccc(F)cc3)C2)c1 (centres undefined)
 : -0.5, -2, 33, -6, 1, 1, -8, 1
Cc1cc(C)cc(NC(=O)C2(c3ccccc3)CC2(Cl)Cl)c1 (centres undefined)
 : 71*, 2, 13, 0, -13, 6, 21, -1
Cc1c([C@@H]2C[C@H]3CN(Cc4cccc(Cl)c4)C(=O)[C@]34CCCN24)cnn1C
 : -0.6, -2, 5, -3, -2, 12, -2, -2
CCCCn1c(SCC(=O)N2CCCC2)nc2c1c(=O)n(C)c(=O)n2C
 : -0.4, 1, -16, -2, 4, -3, -1, -1
CC1(NC(=O)N2CCOCC2)CCS(=O)(=O)C1 (centres undefined)
 : -1.0, 3, -3, 11, -13, -2, -3, -2
CCN(C(=O)c1c(C)cc(=O)oc1C)c1ccc2c(c1)OCO2
 : -1.0, 3, -8, -1, -6, -4, 4, 0
C[C@H](CO)N1C[C@H](C)[C@@H](CN(C)CC2CCCCC2)Oc2c(NS(=O)(=O)c3ccc(F)cc3)cccc2C1=O
 : -1.6, -2, -5, -3, -1, -4, 8, -1
COc1ccc(N2CCN(C(C)C(=O)N3CCCC3)CC2)cc1 (centres undefined)
 : -0.4, -7, 0, -14, -12, 3, 2, 0

Next part.
Under each structure: MPTP inh, A3A deaminase, EBI2 block, APOBEC3G inh, CXCR6 inh, Gli-Sufu block, CCR6 antagonist, NR3A LBD binder
O=c1[nH]ncc2c3ccccc3n(Cc3ccc(F)cc3)c12
 : -0.6, -5, 33, -7, -1, -4, 0, -4
CC1CCN(C(=O)CC(NC(=O)c2ccccc2Cl)c2ccccc2)CC1 (centres undefined)
 : 0.4, -1, 5, -8, -1, -6, 14, -1
Cc1ccc(N=Cc2c(O)n(C)c(=O)n(C)c2=O)nc1
 : -0.7, -2, 0, -6, 8, -5, -1, -2
O=C(Nc1ccc(Nc2ccccc2)cc1)c1ccccc1F
 : -0.2, 4, 5, 1, -8, -78, 11, -4
O=C(NNC1=Nc2cc([N+](=O)[O-])ccc2OC1)c1ccccc1Cl
 : 4.4, -5, -4, -7, 1, -6, 8, -5
COc1nc(NCCO)nc(Nc2ccccc2F)n1
 : -1.5, -2, 0, -3, -4, -33, -16, 0
COc1ccc(/C=N/NC(=O)c2cccs2)c2ccccc12
 : 1.0, -4, 8, -9, -3, -18, 8, 2
COc1ccc(C2C(C#N)=C(N)OC3=C2C(=O)CC(C)(C)C3)cc1Cn1cc([N+](=O)[O-])cn1 (centres undefined)
 : 2.2, 5, 2, 1, -7, 3, 9, 0
CN1c2ccccc2C(=O)C(=C2SCCCS2)S1(=O)=O
 : 3.9, -5, -1, -10, -1, -1, 13, 0
COc1ccc(NC(=O)CCc2c(C)nc3nc(C)nn3c2C)cc1
 : -0.9, 7, 4, 4, -7, 3, -9, 1
Cc1cccnc1NC1(C(F)(F)F)N=C(c2ccccc2)NC1=O (centres undefined)
 : 2.7, -1, 2, -6, 4, 1, -14, -1
Cc1cc(C)nc(-n2nc(C)cc2NC(=O)c2cc3ccccc3oc2=O)n1
 : 0.8, 0, 7, -6, 1, 9, 19, 1
Cc1ccc(NC(=O)CSc2nnc(-c3ccco3)n2N)cc1F
 : -0.2, 1, 0, 2, 10, -6, 12, 4
CC(=O)Nc1sc2c(c1C(N)=O)CCN(Cc1ccccc1)C2
 : -0.4, 0, 9, -5, 0, 5, 0, -1
CCCCN1CN=C(Nc2nc3ccccc3o2)NC1
 : -1.4, -2, -5, -5, -8, -32, -7, 0
COc1ccc2nc(SCC(=O)Nc3ccc4c(c3)OCCO4)[nH]c2c1
 : -1.8, -2, 0, -9, 0, 35, 12, 2
COc1ccc(-c2nnc(SCC(=O)Nc3ccc(Cl)cc3)n2C)cc1
 : 0.5, 4, -3, 3, -17, 3, -7, -7
CC(NS(C)(=O)=O)C(c1cccs1)N1CCN(C)CC1 (centres undefined)
 : -0.9, -2, -4, -5, -3, 2, -1, 1
O=C(c1ccco1)N1CCN(S(=O)(=O)c2ccc(C3CCCCC3)cc2)CC1
 : 28, 0, 10, 1, 1, 28, 23, 3
CC(=O)Nc1ccc(S(=O)(=O)Nc2nc3ccccc3nc2Sc2nncn2C)cc1
 : -2.5, -5, -5, -12, 4, 8, 1, -13
Cc1c(Br)c([N+](=O)[O-])nn1CC(=O)Nc1sc2c(c1C(=O)OC(C)C)CCCC2
 : -0.1, -4, 4, 0, -2, 10, -7, 1
O=C(CNC(=O)c1ccc(Br)cc1)c1ccc(Br)cc1
 : 0.0, -2, 0, -10, 7, -4, 8, -2
CC(C)Cc1csc(NC(=O)C(C)C)c1C(=O)O
 : 1.4, 3, -2, 3, -5, -6, 1, -1
